# Screens (PubChem)
# D2 potentiator: positive allosteric modulators of human D2 dopamine receptor | HEK293 T-REx D2, calcium flux, EC20 dopamine potentiation | 340,000 compounds, 0.34% hits | potentiation, % at 10 µM | P14416 | AID 485347;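 active = potentiation over 3 SD above the plate norm, cut at about 30% in these data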; note: 0% is about no effect
# Target sequence (P14416 whole entry, looked up): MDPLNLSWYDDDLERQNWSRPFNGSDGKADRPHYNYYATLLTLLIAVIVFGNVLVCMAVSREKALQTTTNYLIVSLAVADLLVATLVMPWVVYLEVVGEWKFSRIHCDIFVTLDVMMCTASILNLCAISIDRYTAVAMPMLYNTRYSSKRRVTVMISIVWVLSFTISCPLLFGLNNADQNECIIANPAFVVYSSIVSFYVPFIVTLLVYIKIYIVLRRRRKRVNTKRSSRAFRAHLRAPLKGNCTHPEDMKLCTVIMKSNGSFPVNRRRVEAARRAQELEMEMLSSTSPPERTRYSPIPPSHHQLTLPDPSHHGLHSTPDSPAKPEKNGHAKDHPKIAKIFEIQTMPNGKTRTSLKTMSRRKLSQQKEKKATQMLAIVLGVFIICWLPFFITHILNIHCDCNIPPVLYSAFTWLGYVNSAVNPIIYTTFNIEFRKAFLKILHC
#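 Potentiation of an EC20 dopamine calcium response is measured in a force-coupled, tetracycline-inducible Hek293 Trex D2 line. Compound-only kinetic reads over 180 s flag agonists before dopamine addition.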
# RXFP1 antagonist: antagonists of human relaxin receptor RXFP1; HEK293-RXFP1, relaxin-stimulated cAMP HTRF, 30 min; stronger effect = lower value; activity change, negative = inhibition, % at 57.5 µM; 350,000 compounds, 0.59% hits; AID 1259400;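 active = activity change of -60% or lower, but not beyond a set lower limit; inconclusive = change between -60% and -40%, or beyond the set limit; inactive = change above -40%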; note: % is set by controls: 0 for no effect and ±100 for the full control effect
# TRHR enhancer: allosteric enhancers of human TRH receptor; enhancement, % at 2 µM; TRHR cells, fluo-8 calcium fluorescence, EC20 TRH enhancement; P34981; 360,000 compounds, 0.66% hits; in the data active = enhancement above about 30%; note: 0% is about no effect
#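 Enhancer read-out: after compound pinning and an initial kinetic agonist-mode read, an EC20 of TRH (10 nM final) was injected and fluo-8 calcium signal (Ex 480/Em 530) followed at 1 s/cycle for 100 cycles in TRHR-expressing cells.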
# D2 agonist: D2 dopamine receptor (human) agonism; HEK293 T-REx D2 cells, calcium flux agonist mode; activation, % at 2 µM; 340,000 compounds, 0.53% hits;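 active = activation over 3 SD above normal in the single-dose calcium agonist read, cut at about 30% in these data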; note: 0% is about no effect
#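 Calcium-flux readout, 1 cycle/sec over 180 s following compound pin transfer, in inducible HEK293 Trex D2 cells (force-coupled); dopamine controls included. Positive calcium responses during this window marked compounds as potential agonists.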
# D1 PAM: potentiators of human D1 dopamine receptor | P21728 | HEK293 TREx D1 cells, calcium flux, dopamine EC20 potentiation | potentiation, % at 10 µM | 360,000 compounds, 0.036% hits | AID 504651; in the data active = potentiation above about 30%; note: 0% is about no effect
# Target sequence (P21728 whole entry, looked up): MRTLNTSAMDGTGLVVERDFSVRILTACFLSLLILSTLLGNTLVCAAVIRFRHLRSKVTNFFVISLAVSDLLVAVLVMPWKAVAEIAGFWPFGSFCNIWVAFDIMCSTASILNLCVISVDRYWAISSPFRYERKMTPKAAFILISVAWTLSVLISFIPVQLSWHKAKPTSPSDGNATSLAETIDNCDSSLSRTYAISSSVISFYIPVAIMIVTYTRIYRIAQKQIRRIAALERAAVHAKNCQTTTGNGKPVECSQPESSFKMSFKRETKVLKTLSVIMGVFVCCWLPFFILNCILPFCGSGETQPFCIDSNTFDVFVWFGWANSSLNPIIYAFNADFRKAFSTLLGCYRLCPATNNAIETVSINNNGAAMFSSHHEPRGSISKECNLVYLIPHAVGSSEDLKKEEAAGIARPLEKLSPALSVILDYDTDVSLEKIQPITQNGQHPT
# D1 ag: human D1 receptor agonism; 360,000 compounds, 1% hits; activation, % at 2 µM; HEK293 T-REx D1 cells, calcium flux, agonist mode; P21728; AID 504660; in the data active = activation above about 30%; note: 0% is about no effect
#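 Agonism was scored from calcium flux recorded over 180 s (1 read/s) after pintool compound addition, following a 10-cycle baseline. Cells were inducible force-coupled HEK293 TREx D1, plated overnight at 30 C and loaded with no-wash calcium dye.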
# D2 antagonist: antagonizes the human D2 dopamine receptor; AID 485344; 340,000 compounds, 2% hits; P14416; inhibition, % at 10 µM; HEK293 TREx D2 cells, calcium flux, dopamine EC80; in the data active = inhibition above about 30%; note: 0% is about no effect
#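 Tetracycline-induced HEK293 TREx cells expressing D2 receptor forced-coupled to calcium signalling, loaded with no-wash calcium dye. Compounds added and calcium flux read 180 s, then dopamine added at EC80 and read a further 180 s.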
# RXFP1 agonist: agonists of human relaxin receptor RXFP1; AID 2676; Q9HBX9; HEK293T-RXFP1 cAMP TR-FRET, 30 min; response scale: percent of porcine relaxin response, buffer zero; Potency, µM (doses to about 57.5 µM), inactives show at the highest dose activation, actives largely listed as activators; 370,000 compounds, 0.3% hits; active = well fitted activation curve with a large enough effect; inconclusive = small, poorly fitted or top-dose-only effect; note: potency is the fitted concentration of half-maximal effect; % is set by controls: 0 for no effect and ±100 for the full control effect; nearly all actives have a fitted effect of over 60% in size; many of its hits are not listed in these tables
#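 HEK293T cells stably expressing RXFP1 were pretreated with the PDE4 inhibitor Ro 20174, exposed to compounds for 30 min at 37C, lysed, and cAMP was read by TR-FRET. Data normalized to buffer (basal) and 29 nM porcine relaxin (100%).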
# D1 antag: blocks dopamine activation of the human D1 receptor; P21728; HEK293 TREx D1 cells, calcium flux, dopamine EC80; stronger effect = lower value; activity change, negative = inhibition, % at 10 µM; 360,000 compounds, 3.2% hits; AID 504652; in the data active = activity change below about -30%; note: % is set by controls: 0 for no effect and ±100 for the full control effect
#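 Cells carrying a force-coupled, tetracycline-inducible human D1 receptor report calcium flux. Each well gets a 10 s baseline, compound with 180 s monitoring, then an EC80 dopamine stimulus with a second 180 s kinetic read.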
# * = called active by the depositor; ? = inconclusive; nt = no result given; & = joins results of further samples; ! = repeats disagree. Not all compounds are listed; count on the stated rates, not on these rows.
SMILES,D2 potentiator,RXFP1 antagonist,TRHR enhancer,D2 agonist,D1 PAM,D1 ag,D2 antagonist,RXFP1 agonist,D1 antag
CC(C)C(C(=O)Nc1sc2c(c1C#N)CCCCC2)N1C(=O)c2ccccc2C1=O (stereo not drawn),9,-15,8,1.1,-6,4,-5,1.9%,16
CC(C)(C)c1cc(C(F)(F)F)c(C#N)c(=O)[nH]1,18,3,0,0.3,-3,0,-5,2.5%,-6
COC(=O)c1c(C)oc2ccc(N(C(=O)c3ccncc3)S(=O)(=O)c3ccc4ccccc4c3)cc12,-1,-4,-2,1.2,2,5,-8,-0.4%,4
CC(NC(=O)Cc1ccc(F)cc1)c1ccccc1 (stereo not drawn),7,10,5,0.0,-6,4,1,-5.0%,6
N#C/C(=N\Nc1ccc(Cl)cc1)C(=N)N1CCCCC1,-13,-2,2,-0.4,-8,25,-8,0.1%,-17
C=CCNc1nc(N)c(C(=C(C#N)C#N)c2ccccc2)s1,-19,6,13,0.0,-9,1,9,13%,3
Cc1ccnc(NC(=O)c2cccc(NS(=O)(=O)c3ccccc3C)c2)c1,-8,0,0,0.1,-7,3,10,0.3%,-16
Cc1ccc(NC(=O)CCC(=O)NNC(=O)COc2ccccc2)c(C)c1,4,3,11,-0.4,-7,2,-4,6.0%,-1
O=C(CCn1c(=S)oc2ccccc21)Nc1ccc2c(c1)OCCO2,-6,1,-1,-0.6,-3,2,10,0.2%,-8
CC1=C(C(=O)OC2CCCCCCC2)C(c2cccc(O)c2)NC(=O)N1 (stereo not drawn),-4,-1,-3,0.3,2,-2,-2,-0.9%,19
Cc1ccccc1NC(=O)C(C)c1cccc(C(=O)c2ccccc2)c1 (stereo not drawn),0,15,3,0.6,6,15,-6,0.9%,-18
CC(OC(=O)c1cccc(S(=O)(=O)Nc2ccccc2F)c1)C(=O)NCc1ccc2c(c1)OCO2 (stereo not drawn),-7,-4,7,-1.2,3,0,4,-1.3%,5
Cc1ccc(Cl)cc1N1CCN(C(=O)CCS(=O)(=O)c2ccc3c(c2)NC(=O)CO3)CC1,8,14,-7,0.2,2,2,-16,-1.0%,-6
Cc1cccc(C(=O)NNc2ncnc3c2cnn3-c2ccc(C)cc2C)c1,-8,-17,-2,-0.4,7,-3,nt,2.6%,2
CSc1nsc(SCC(=O)NCc2ccc(C)cc2)n1,-7,-11,-3,-0.9,-5,-1,6,1.0%,6
Cc1cc(C)c(Cn2c(=O)n(CCCCC(=O)NCc3ccccc3Cl)c(=O)c3ccccc32)c(C)c1,-14,nt,-3,0.1,2,-1,nt,1.3%,-22
CCOC(=O)C1(CCOC)CCN(Cc2ccc(C(=O)OC)cc2)CC1,9,-19,1,0.0,2,2,5,0.2%,-9
COc1cc(C(=O)NC(=S)Nc2ccc(Cc3ccncc3)cc2)cc(OC)c1OC,12,-1,7,-0.9,-7,15,-3,-2.6%,-4
Cc1ccc(N2CC(NC(=O)c3ccc(S(=O)(=O)N4CCOCC4)cc3)CC2=O)cc1C (stereo not drawn),0,-9,-1,1.5,4,-3,nt,0.1%,nt
CCc1ccc(CNC(=O)c2cnc(N3CCCCC3)c3ccccc23)cc1,12,-39,0,-1.4,-4,-1,nt,?,12
CCOC(=O)c1c(NC(=O)CSc2nnc(C)c(=O)[nH]2)sc2c1CCC2,7,-12,8,-0.1,4,0,8,-0.5%,8
COc1cc(/C=N/NC(=O)c2cncc(Br)c2)cc([N+](=O)[O-])c1O,3,-2,5,1.7,-3,5,-13,-1.7%,5
Cc1ccc(NC(=O)CCC(=O)NNC(=O)COc2ccc([N+](=O)[O-])cc2)cc1C,-5,-6,7,0.5,-8,2,9,1.4%,8
O=C(NC1CCCC1)C(c1ccccc1)N(C(=O)c1ccno1)c1cccnc1 (stereo not drawn),-1,-1,1,0.2,-2,1,-13,0.1%,2
COc1ccc(Cn2cc(C(=O)c3ccc(C)c(C)c3)c(=O)c3ccccc32)cc1,8,-20,3,-0.2,5,7,nt,1.0%,-11
COc1ccc(OC)c(NC(=O)CCN2CC(C)OC(C)C2)c1 (stereo not drawn),-7,3,-4,2.4,4,0,-1,-0.3%,7
O=C(C1CC(=O)N(c2ccccc2)C1)N1CCN(c2ccccc2F)CC1 (stereo not drawn),2,-14,8,-0.4,3,-1,0,-1.4%,-15
O=C(NNS(=O)(=O)c1ccc(Cl)cc1Cl)c1cc2ncc(C(F)(F)F)cc2s1,-3,-29,1,1.5,-5,4,-2,-1.1%,-25
Nc1ncncc1-c1ccc2ccccc2c1,11,7,3,-0.9,-3,5,-9,-2.4%,-10
O=C(O)CCN1C(=O)c2ccc(NC(=O)CSc3ccccc3)cc2C1=O,nt,-2,1,nt,-5,2,nt,1.6%,8
O=C(CN1CCCN(S(=O)(=O)c2ccc(F)cc2)CC1)Nc1cccc(F)c1,1,7,-7,0.7,-12,2,-5,0.8%,-2
C/C(CC(=O)Nc1cccc(F)c1)=N\NC(=O)c1ccncc1,3,-5,9,0.1,7,0,4,-0.4%,7
CCC(=O)NC(=S)Nc1cccc(NC(=O)CC)c1,6,-16,-6,0.5,-2,3,-12,1.2%,11
CCNC(=O)N1CCC(n2nccc2NC(=O)CCCc2ccccc2)CC1,2,4,3,0.1,-8,2,-12,-1.4%,6
O=C(COC(=O)Cc1ccccc1F)Nc1cc(S(=O)(=O)N2CCOCC2)ccc1N1CCCC1,18,-4,1,0.4,-1,4,-10,-0.6%,-8
Cc1cc(C)c(NC(=O)CS(=O)CC(=O)N2CCN(c3ccccc3)CC2)c(C)c1 (stereo not drawn),10,15,-1,0.1,2,-1,-2,-1.0%,17
CCc1ccc(-n2nc(C)c3c(C)cc(=O)n(CC(=O)Nc4cc(Cl)ccc4OC)c32)cc1,16,nt,8,0.2,-3,1,nt,0.0%,9
CCOCCCNC(=O)CSCc1nc(-c2ccc(SC)cc2)oc1C,nt,-6,-4,-0.5,0,0,28,6.4%,14
CCn1cc(C(=O)NCCCN2CCCC(C)C2)c(=O)c2cc(S(=O)(=O)N(C)C3CCCCC3)ccc21 (stereo not drawn),0&-15,8,-4&3,0.6&0.2,7&-3,0&-1,-11,-1.0%&3.0%,-79*!
Cc1c(NC(=O)/C(C#N)=C/c2c(Oc3ccccc3)nc3ccccn3c2=O)c(=O)n(-c2ccccc2)n1C,8,44,3,-1.4,-3,1,8,4.4%,6

# Profiles, quoted from the list. Values in the order: D2 potentiator	RXFP1 antagonist	TRHR enhancer	D2 agonist	D1 PAM	D1 ag	D2 antagonist	RXFP1 agonist	D1 antag
# O=C(COC(=O)Cc1ccccc1F)Nc1cc(S(=O)(=O)N2CCOCC2)ccc1N1CCCC1 in the list: 18	-4	1	0.4	-1	4	-10	-0.6%	-8
# Cc1ccc(NC(=O)CCC(=O)NNC(=O)COc2ccc([N+](=O)[O-])cc2)cc1C in the list: -5	-6	7	0.5	-8	2	9	1.4%	8
# COc1cc(/C=N/NC(=O)c2cncc(Br)c2)cc([N+](=O)[O-])c1O in the list: 3	-2	5	1.7	-3	5	-13	-1.7%	5
# CCOCCCNC(=O)CSCc1nc(-c2ccc(SC)cc2)oc1C in the list: nt	-6	-4	-0.5	0	0	28	6.4%	14

# Remaining list, next part.
SMILES,D2 potentiator,RXFP1 antagonist,TRHR enhancer,D2 agonist,D1 PAM,D1 ag,D2 antagonist,RXFP1 agonist,D1 antag
C/C=C(\C)CN1CCC(Oc2ccc(C(=O)NCc3ccccn3)cc2)CC1,2,7,-2,1.2,-7,0,-18,1.0%,-12
O=C(CN(CC1CCCO1)C(=O)CCC(=O)Nc1ccccn1)NCC1CCCO1 (stereo not drawn),-6,5,1,0.2,-7,3,0,1.4%,-1
COCC(=O)Nc1c(C(=O)N2CCCC2)oc2ccccc12,17,3,15,0.0,-3,1,-20,1.4%,-7
O=C1CCC/C(=N/Nc2ccc(Cl)cc2)C1,1,-9,-2,5.1,-4,0,-5,0.3%,-25
CCOc1ccc(CC(=O)Nc2ccc3nc(N4CCCCC4)cc(C)c3c2)cc1OCC,12,-9,11,0.1,0,2,nt,0.4%,11
Cc1cc(C)c(NC(=O)CN(C)C(=O)c2ccc(OCc3ccccc3)cc2)c(C)c1,-1,5,4,0.1,0,0,-4,0.6%,5
O=c1cc(CN2CCC(Cc3ccccc3)CC2)nc2sccn12,1,-4,2,-1.0,-1,0,0,2.9%,0
Cc1ccc(OCC(=O)NNC(=O)c2cc3ccccc3o2)cc1C,1,3,5,0.4,0,2,-13,1.4%,24
O=C(CN1CCCCCC1)Nc1cc([N+](=O)[O-])ccc1Cl,-7,5,6,0.6,-4,3,8,2.3%,-1
O=C(NCc1ccco1)c1cc(-c2ccccc2)on1,-3,-6,-1,-0.3,2,3,4,2.6%,-1
Cc1oc(/N=C/c2c(O)ccc3ccccc23)c(C#N)c1C,-12,nt,0,0.0,0,4,1,3.2%,19
CCCc1nc(SCC(=O)Nc2cc(C)on2)c2c(=O)n(C)c(=O)n(C)c2n1,7,-3,-8,-0.3,6,0,1,8.4%,35
Cc1c(NC(=O)C(C)OC(=O)CCC2CCCC2)c(=O)n(-c2ccccc2)n1C (stereo not drawn),6,-4,15,0.5,-2,0,9,2.0%,-5
C(=N\N1CCN(Cc2ccccc2)CC1)/c1ccc(-c2ccccc2)cc1,-2,11,1,0.4,-7,1,-15,-1.9%,nt
CN(C)CCCN(C(=O)c1ccc(S(=O)(=O)N2CCCC2)cc1)c1nc2c(F)cc(F)cc2s1,-2,-3,-6,-0.3,3,0,-7,-0.2%,-12
CCN(CC)CCNC(=O)c1ccc(Cn2c(SCc3ccccc3)nc3cccnc32)cc1,2,0,18,1.4,-3,0,nt,4.0%,1
COc1cc(-c2nc(-c3cccc(Cl)c3)c(-c3ccccc3)[nH]2)cc(OC)c1OC,-11,-6,-4,-0.6,-4,3,nt,14%,-21
CC(Oc1ccc2c3c(c(=O)oc2c1)CCCC3)C(=O)NCC1CCC(C(=O)O)CC1 (stereo not drawn),3,-13,0,0.9,1,1,2,2.7%,-6
O=C(C1CCCN(Cc2ccc(Br)cc2)C1)N1CCCCC1 (stereo not drawn),4,5,0,-1.1,-8,0,-4,0.4%,-15
COc1ccc(C(=O)NCc2ccc3c(c2)CCN3C(=O)c2ccc(Cl)cc2)c(OC)c1,4,-12,2,-0.9,-1,3,nt,1.1%,3
O=C(c1ccc(F)cc1)C1CCN(C(=O)NC2CCCCC2)CC1,5,-13,6,-1.3,0,5,-17,1.5%,-3
CN(CC(=O)Nc1ccc(F)cc1)C(=O)COC(=O)CNC(=O)c1ccc(Cl)cc1Cl,-4,-1,3,-0.2,-6,1,-8,0.1%,-14
Cn1nc(C(F)(F)F)c(-c2cccc(C(F)(F)F)c2)c1NC(=O)c1ccco1,-7,4,-9,-0.5,-6,1,2,1.3%,-19
